FXIIa inh mix: human factor XIIa inhibitors, primary screen, biochemical, pooled compound mixtures, fluorogenic substrate | Coagulation factor XII (Homo sapiens), P00748 | purified FXIIa | 62,000 tested, 0.2% active | inhibition, % at 5 µM | AID 684, 2007;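 note: 0% = enzyme without compound and 100% = no enzyme blank; some results filed as inactive read as strong as hits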
A340 absorber: compound light absorbance at 340 nm, profiling panel, artefact control, biochemical, MLSMR library, data from PS, PMK, MK assays; AID 708, 2007; 65,000 tested, under 10 active; fold change at 10 µM; compound absorbance at 340 nm, fold over control;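 active = at 10 µM dose, initial 340 nm absorbance at least 2 fold that of control wells; inactive = change under 2 fold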;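 note: initial absorbance extrapolated from kinetic A340 decline of NADH oxidation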
Cdc25B inh: inhibitors of Cdc25B phosphatase catalytic domain, primary screen, biochemical, OMFP fluorescence. recombinant Cdc25B, OMFP fluorescence Ex485/Em525. inhibition, %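 (compounds tested at 10 µM final in the well)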. 65,000 tested, 0.1% active. AID 368, 2006; in the data active = inhibition above about 50%
Target sequence (P30305 whole entry, looked up, the tested form may be a part): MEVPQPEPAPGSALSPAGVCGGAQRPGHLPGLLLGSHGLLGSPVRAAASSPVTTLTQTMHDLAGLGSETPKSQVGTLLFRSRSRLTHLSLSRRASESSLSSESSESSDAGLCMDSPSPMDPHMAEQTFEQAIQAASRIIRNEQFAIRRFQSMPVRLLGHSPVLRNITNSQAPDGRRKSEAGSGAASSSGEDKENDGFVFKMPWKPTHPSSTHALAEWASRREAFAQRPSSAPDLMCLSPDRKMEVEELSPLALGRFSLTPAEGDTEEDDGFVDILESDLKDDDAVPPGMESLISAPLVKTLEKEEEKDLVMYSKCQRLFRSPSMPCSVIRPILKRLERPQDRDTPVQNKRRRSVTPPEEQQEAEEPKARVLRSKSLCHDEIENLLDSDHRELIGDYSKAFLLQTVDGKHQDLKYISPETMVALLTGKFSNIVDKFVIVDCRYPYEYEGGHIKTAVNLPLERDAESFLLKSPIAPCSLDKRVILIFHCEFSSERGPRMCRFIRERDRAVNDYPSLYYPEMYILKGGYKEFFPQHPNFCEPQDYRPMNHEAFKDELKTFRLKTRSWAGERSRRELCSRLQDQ
Hsp90 inh: tumor Hsp90 inhibitors, primary screen, cell lysate, fluorescence polarization, NCI-N417 lysate. Heat shock protein HSP 90-alpha (Homo sapiens), P07900. Cy3B-geldanamycin FP displacement. inhibition, % at 30 µM. 64,000 tested, 0.35% active;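 active = inhibition above 50%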;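 note: 0% = tracer plus lysate wells and 100% = tracer alone without lysate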
MMP13 inh: human MMP13 inhibitors, primary screen, biochemical, FRET peptide cleavage | Collagenase 3 (Homo sapiens), P45452 | MMP-13 fTHP FRET cleavage, Mca fluorescence | inhibition, % at 4 µM | 65,000 tested, 0.07% active | AID 570, 2006;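 active = inhibition above the mean of compound-free control plate wells plus 3 SD, cut at about 14% in these data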;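 note: 0% = DMSO wells and 100% = wells with reference MMP-13 inhibitor after basal subtraction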
FXIa mix inh: FXIa protease inhibitors in compound pools, primary screen, biochemical, 10-compound mixtures; purified FXIa, fluorogenic substrate, pooled mixtures; inhibition, % at 5 µM; 62,000 tested, 0.19% active;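 note: each value is inhibition by a whole ten-compound pool holding the compound; 0% = enzyme with no mixture and 100% = wells lacking enzyme; strong numbers were not always called active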
JNK3 inh: JNK3 kinase activity inhibitors, primary screen, biochemical, human, purified enzyme. Mitogen-activated protein kinase 10 (Homo sapiens), P53779. HTS. inhibition, % at 8 µM. 60,000 tested, 0.61% active; in the data active = inhibition above about 17%;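 note: 0% = DMSO and 100% = reference inhibitor; many of its hits are not listed in these tables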
Target sequence (P53779 whole entry, looked up): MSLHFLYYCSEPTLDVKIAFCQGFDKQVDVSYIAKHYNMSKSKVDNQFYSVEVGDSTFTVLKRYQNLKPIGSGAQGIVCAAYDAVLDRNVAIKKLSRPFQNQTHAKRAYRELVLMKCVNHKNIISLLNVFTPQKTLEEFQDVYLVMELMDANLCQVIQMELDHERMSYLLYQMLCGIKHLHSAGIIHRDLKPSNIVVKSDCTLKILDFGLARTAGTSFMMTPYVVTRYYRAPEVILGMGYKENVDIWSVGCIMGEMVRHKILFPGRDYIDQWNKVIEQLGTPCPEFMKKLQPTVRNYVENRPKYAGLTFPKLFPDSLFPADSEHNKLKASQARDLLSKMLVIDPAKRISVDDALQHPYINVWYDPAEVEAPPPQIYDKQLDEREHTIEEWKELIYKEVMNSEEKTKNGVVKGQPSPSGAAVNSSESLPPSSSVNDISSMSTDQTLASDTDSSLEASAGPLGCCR
MKP-1 inh: MKP-1 phosphatase inhibitors, primary screen, biochemical, in vitro; 65,000 tested, 0.15% active; recombinant MKP-1, OMFP hydrolysis fluorescence; AID 374, 2006; inhibition, %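 (compounds tested at a single concentration somewhere between 10 and 100 µM)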; Dual specificity protein phosphatase 1 (Homo sapiens), P28562;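 active = inhibition above about 50%, limit read from the data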;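 note: 0% = DMSO max control wells and 100% = wells with enzyme stopped by NaOH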
AP complement: alternative complement pathway inhibitors, primary screen, biochemical, ELISA, human serum, orthogonally pooled compounds; 62,000 tested, 0.08% active; inhibition, % at 5 µM; LPS-coated ELISA, C3 deposition; tested in compound mixtures;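 active = inhibition above 30% in each of the two pooled mixtures holding the compound, so the lower value exceeds 30%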;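 note: 0% = serum in Mg-EGTA without compound and 100% = EDTA serum blank; some compounds past the cut are filed as inactive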
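Test system: human serum complement alternative pathway, C3 deposition onto LPS / Medium: Mg2+-EGTA GVB++ buffer containing human serum at 1:15 dilution / Probe or stimulus: Plate-bound LPS / Times: 1 h at 37 °C / Signal: ELISA with HRP anti-human C3 antibody, TMB substrate, absorbance 450 nm / Measure: percent inhibition / Repeats: two pool placements per compound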
Numbers without * were called inactive; . = no result given; [ ] = remark or other dose. Cut-off read from the data, not from the text of the source, unless noted: active = inhibition above about 20% (passing the limit was not always enough); inactive = the rest.

SMILES	FXIIa inh mix	A340 absorber	Cdc25B inh	Hsp90 inh	MMP13 inh	FXIa mix inh	JNK3 inh	MKP-1 inh	AP complement
CSC1=NCCN1C(=O)C(C)(C)Oc1ccc(Cl)cc1	-2	1	4	-1	0	14	-3	3	9
COc1ccc(-c2cc(N)n(S(=O)(=O)Cc3ccccc3)n2)c(OC)c1	0	1.1	-1	2	7	5	7	1	19
Cc1onc(-c2ccccc2)c1C(=O)NC(C)C	6	1	-10	2	3	3	1	2	-3
CCCCc1ccc(CC(=O)O)cc1	3	1	-9	-4	6	-5	2	1	6
COn1cnnc1-c1ccccc1	4	1	0	-1	1	4	-6	-15	-3
Cc1ccc(N(Cc2cc(=O)[nH]c3ccccc23)C(=O)c2ccco2)cc1	11	1	5	-7	-9	9	10	16	11
CC(C)c1nnc(NC(=O)CSc2nc3ccccc3s2)s1	-11	1	1	-3	5	-15	-1	39	-11
O=C1C2C3C=CC(C3=C3CCCCC3)C2C(=O)N1c1ccccc1 (stereo not given)	1	0.99	-9	-3	-9	0	2	-6	-2
Nc1nc(CSc2nc3ccccc3[nH]2)cs1	9	1.1	-2	-2	-2	6	-8	6	12
Cc1ccc(NC(=O)c2nnn(CC(=O)Nc3ccccc3)c2N)cc1C	7	0.98	3	3	2	-1	2	4	19
CCOC(=O)c1c(C)nc2ncccn12	-19	1	-1	1	-131[fluorescence artefact?]	1	0	7	-3
COc1cccc(OCc2nc3ccccc3[nH]2)c1	0	0.96	-17	0	.	1	.	-7	7
O=C(Nc1ccc(-c2cn3ccsc3n2)cc1)C1COc2ccccc2O1 (stereo not given)	1	1	-5	-2	4	3	0	28	7
CCOC(=O)C1CCN(CC(=O)Nc2c(C(=O)OC)n(C)c3cccc(C)c23)CC1	-1	1.1	1	-9	-2	5	1	-9	-1
Cc1ccc(C(=O)N2CCCC2)cc1S(=O)(=O)Nc1ccccc1	7	1.1	-20	-7	1	2	3	1	10
CCCc1cc(=O)[nH]c(SCC(=O)c2cc(C)n(C(C)COC)c2C)n1 (stereo not given)	3	1	-21	-1	3	-2	-5	-11	18
COc1ccc(-c2[nH]ncc2-c2cnn(-c3ccccc3)c2)c(O)c1	1	1	-8	.	.	9	.	20	5
C=CCn1c(=O)[nH]c2cc(C(=O)N3CCN(c4cc(C)ccc4C)CC3)ccc2c1=O	1	0.99	-1	-5	6	2	.	4	5
CCOC(=O)N1CCC(c2[nH][nH]c(=O)c2C)CC1	0	1	9	0	-3	2	2	1	9
Cc1nnc(SCC(=O)NCC2CCCO2)n1-c1ccccc1 (stereo not given)	1	0.99	0	3	0	2	2	1	-1

Three entries picked at random from the list so far:
SMILES	FXIIa inh mix	A340 absorber	Cdc25B inh	Hsp90 inh	MMP13 inh	FXIa mix inh	JNK3 inh	MKP-1 inh	AP complement
Cc1ccc(C(=O)N2CCCC2)cc1S(=O)(=O)Nc1ccccc1	7	1.1	-20	-7	1	2	3	1	10
CSC1=NCCN1C(=O)C(C)(C)Oc1ccc(Cl)cc1	-2	1	4	-1	0	14	-3	3	9
CCCCc1ccc(CC(=O)O)cc1	3	1	-9	-4	6	-5	2	1	6

Additional entries follow:
SMILES	FXIIa inh mix	A340 absorber	Cdc25B inh	Hsp90 inh	MMP13 inh	FXIa mix inh	JNK3 inh	MKP-1 inh	AP complement
CC(C)N(C)C1CCN(C(=O)Nc2ccc(Cl)cc2)CC1	-6	1	-2	-1	1	7	-1	-1	-1
COc1ccccc1OCC(=O)N(Cc1nc(-c2ccccc2)no1)C1CCCCC1	2	1.1	-6	-1	-1	5	8	7	-6
Cc1cc(C)n(C(=O)CNC(=O)c2ccc3c(c2)OCCO3)n1	.	1	12	-3	5	.	7	-24	.
CC1=C(C(=O)Nc2ccccc2C)C2(CCCC2)C(C(N)=O)C(=O)N1 (stereo not given)	-2	0.99	-13	-3	0	11	4	-3	1
CC(C)Cn1c(=O)c(C2=NS(=O)(=O)c3ccccc3N2)c(O)c2ccccc21	2	1	8	4	-4	10	-7	14	11
COc1ccc(OCc2cccc(C(=O)O)c2)cc1	7	0.99	7	0	1	4	0	10	2
O=C(Cn1c(=O)oc2ccccc21)Nc1ccc(S(=O)(=O)N2CCCCC2)cc1	8	1	-5	0	1	-8	2	-2	-6
O=C(CSc1nnc(-c2ccccc2Cl)n1Cc1ccco1)Nc1ccc2c(c1)OCCO2	2	0.98	-7	-1	3	-2	-2	-18	0
Cc1occc1C(=O)N1CCN(c2ccc(Cl)c(Cl)c2)CC1	-2	1.1	-2	1	-2	9	-7	-8	5
O=C(C(Cc1ccccc1)N1C(=O)C2C3C=CC(C3)C2C1=O)N1CCCCCC1 (stereo not given)	-1	1.1	-5	1	6	6	-5	25	12
CC1CCN(Cc2nc3c(c(=O)n(C)c(=O)n3C)n2CCN2CCOCC2)CC1	3	1	-14	.	-2	10	.	-2	9
CN1CCN(c2ncnc3c2cnn3-c2ccc(Cl)cc2)CC1	2	0.99	-3	-2	-14	4	3	6	0
N#Cc1ccc(Oc2cccnc2)cc1C#N	6	1	-13	-8	1	-1	3	7	0
CC(C)C(=O)Nc1ccccc1N1CCN(S(C)(=O)=O)CC1	2	1	-2	-16	1	1	6	8	7
O=C(COc1ccc(-n2cnnn2)cc1)NC1CCCCC1	-1	1	-1	6	0	8	1	0	5
CCOC(=O)c1ccc(NC(=O)CSc2nc3c(c(=O)n2CC)SC(C)C3)cc1 (stereo not given)	7	1.1	-16	-2	-1	7	-1	11	5
CCOc1cc(CN2CCOCC2)cc(C(C)=O)c1	-13	0.89	0	-6	-3	12	-8	-10	11
CC(C)NC(=O)c1ccccc1NC(=O)CCS(=O)(=O)Cc1ccccc1	9	1	-7	-1	3	-1	7	-1	-12
Nc1nc(NC(=O)c2cccnc2)nn1-c1ccccc1	2	0.99	3	4	-3	2	-4	-9	8
CC(C)(C)n1nc2c(c1NC(=O)c1ccc(Br)o1)CS(=O)C2 (stereo not given)	-16	0.98	-10	0	-2	9	-4	-28	10

Part of the list above, reduced to Hsp90 inh, AP complement and FXIIa inh mix:
smiles	Hsp90 inh	AP complement	FXIIa inh mix
O=C(C(Cc1ccccc1)N1C(=O)C2C3C=CC(C3)C2C1=O)N1CCCCCC1 (stereo not given)	1	12	-1
CC(C)Cn1c(=O)c(C2=NS(=O)(=O)c3ccccc3N2)c(O)c2ccccc21	4	11	2
CC1=C(C(=O)Nc2ccccc2C)C2(CCCC2)C(C(N)=O)C(=O)N1 (stereo not given)	-3	1	-2
O=C(COc1ccc(-n2cnnn2)cc1)NC1CCCCC1	6	5	-1
Cc1cc(C)n(C(=O)CNC(=O)c2ccc3c(c2)OCCO3)n1	-3	.	.

Whole records from above. Values in the order: FXIIa inh mix | A340 absorber | Cdc25B inh | Hsp90 inh | MMP13 inh | FXIa mix inh | JNK3 inh | MKP-1 inh | AP complement
Nc1nc(NC(=O)c2cccnc2)nn1-c1ccccc1 as listed: 2 | 0.99 | 3 | 4 | -3 | 2 | -4 | -9 | 8
CC(C)NC(=O)c1ccccc1NC(=O)CCS(=O)(=O)Cc1ccccc1 as listed: 9 | 1 | -7 | -1 | 3 | -1 | 7 | -1 | -12
O=C(CSc1nnc(-c2ccccc2Cl)n1Cc1ccco1)Nc1ccc2c(c1)OCCO2 as listed: 2 | 0.98 | -7 | -1 | 3 | -2 | -2 | -18 | 0
COc1ccc(OCc2cccc(C(=O)O)c2)cc1 as listed: 7 | 0.99 | 7 | 0 | 1 | 4 | 0 | 10 | 2

The main list resumes; the two compounds before the break are reprinted first.
SMILES	FXIIa inh mix	A340 absorber	Cdc25B inh	Hsp90 inh	MMP13 inh	FXIa mix inh	JNK3 inh	MKP-1 inh	AP complement
Nc1nc(NC(=O)c2cccnc2)nn1-c1ccccc1	2	0.99	3	4	-3	2	-4	-9	8
CC(C)(C)n1nc2c(c1NC(=O)c1ccc(Br)o1)CS(=O)C2 (stereo not given)	-16	0.98	-10	0	-2	9	-4	-28	10
Cc1ccc(-n2c(N)c(-c3nc4ccccc4n3C)sc2=S)cc1	6	1.1	1	-7	-1	7	2	-7	19
COc1ccc(C2C/C(=N\O)C(C)(C)O2)cc1 (stereo not given)	3	1	-5	-7	-4	7	3	4	1
Cc1ccc(Nc2nc(N)nc(CN3CCN(Cc4ccc5c(c4)OCO5)CC3)n2)cc1Cl	6	0.98	-2	-2	0	11	5	22	1
COc1cc(C(=O)N2CCN(C(=O)CC(C)C)CC2)cc(OC)c1OC	4	1	-9	0	-4	5	-3	-4	-8
Cc1ccc(SCC(=O)NCCN2C(=O)CSC2=O)c(C)c1	-1	0.99	-11	-2	3	4	.	15	-2
CCOc1ccc2c(O)csc2c1	-8	1.1	-5	-9	1	-2	4	4	6
COC(=O)CNC(=O)CCCCC(=O)NCC(=O)OC	12	1	-7	1	-3	7	-7	-1	26
Cc1cc2c(cc1C)-c1nnnn1C(C)(C)C2	5	0.98	-12	-2	0	4	-1	7	3
CN(Cc1ccccc1)c1nc2c(c(=O)[nH]c(=O)n2C)n1Cc1ccccc1	7	1	-11	0	-2	-3	-3	26	16
CC1(C)CC(=O)c2cc(OCC(=O)NCCCN3CCN(c4ccccc4F)CC3)ccc2O1	-21	1	-14	-1	-30	6	-10	-3	9
Cc1cc(OCCSc2nnc(-c3cccs3)n2C)ccc1Cl	-1	1	-18	1	0	14	0	9	6
C=CCOC(=O)Nc1c(C(=O)OC)[nH]c2ccc(Cl)cc12	2	1.1	-2	-9	-31	5	-2	17	12
COc1ccc(OC)c(N2C(=O)CC(Cc3ccc(C)cc3)C2=O)c1 (stereo not given)	.	1.1	-11	-3	-1	.	-5	-8	.
CCC1CCCCN1C1Sc2ccc(C(=O)OC)cc2NC1=O (stereo not given)	11	1	-5	-2	5	-4	.	37	-2
O=C1COc2ccc(C(=O)CSc3nnc(Cc4cccs4)n3-c3ccccc3)cc2N1	4	1.1	-1	0	2	5	.	21	0
COc1ccc(C2C(C#N)=C(N)Oc3n[nH]c(C)c32)cc1CSc1ccccn1 (stereo not given)	.	1	-21	-3	-1	.	0	-32	.
COCCn1nnnc1C(c1ccccc1OC)N1CCN(c2ccccc2F)CC1 (stereo not given)	2	1	-43	-1	4	5	-10	-5	19
Cc1ccc(O)c(NC(=O)c2cccc(S(=O)(=O)N3CCCCC3)c2)c1	8	1	-9	-1	2	1	-5	2	14
Cc1cc(NC(=O)CNC(=O)C2CCCCC2)no1	-16	1	-9	4	-4	4	-2	3	12
COc1ccc(S(=O)(=O)Cc2ccc(C(=O)NCc3ccco3)o2)cc1	5	1	-5	1	-2	-1	-4	10	9
CC(=O)n1c2ccccc2c2c1c1ccccc1n2C	-17	1.1	0	4	5	9	-1	5	-1
CCC(c1nnc(SCC(=O)N2CC3(C)CC2CC(C)(C)C3)o1)N(C)C (stereo not given)	1	1	-8	-2	1	-15	7	24	3

High-throughput results: PubChem BioAssay, several laboratories
